Bioassay records deposited in PubChem BioAssay by National Center for Advancing Translational Sciences (NCATS).
D2 PAM = positive allosteric modulators of human D2 dopamine receptor; P14416; potentiation, % at 10 µM; HEK293 T-REx D2, calcium flux, EC20 dopamine potentiation; hit rate 0.34% among 340,000; AID 485347;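 active = potentiation over 3 SD above the plate norm, cut at about 30% in these data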; also: 0% is about no effect
Target sequence (P14416 whole entry, looked up): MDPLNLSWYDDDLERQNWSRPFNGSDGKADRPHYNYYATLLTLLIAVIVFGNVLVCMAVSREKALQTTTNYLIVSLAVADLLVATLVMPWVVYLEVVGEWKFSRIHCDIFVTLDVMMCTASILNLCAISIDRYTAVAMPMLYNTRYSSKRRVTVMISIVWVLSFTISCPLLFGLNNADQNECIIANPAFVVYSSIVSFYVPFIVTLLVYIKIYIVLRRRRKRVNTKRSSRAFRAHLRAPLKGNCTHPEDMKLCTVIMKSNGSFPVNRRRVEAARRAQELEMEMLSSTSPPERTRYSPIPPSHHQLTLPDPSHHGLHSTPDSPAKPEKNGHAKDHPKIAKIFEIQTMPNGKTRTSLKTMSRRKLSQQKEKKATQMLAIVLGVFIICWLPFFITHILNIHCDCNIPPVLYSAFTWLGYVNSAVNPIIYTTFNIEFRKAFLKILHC
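Calcium flux readout, no-wash dye, 1 read/s. Inducible HEK293 Trex D2 line, overnight 30 C. Compound alone 180 s (agonist flags), then EC20 dopamine, another 180 s to score potentiation.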
D1 ag = agonists of human D1 dopamine receptor; hit rate 1% among 360,000; HEK293 T-REx D1 cells, calcium flux, agonist mode; P21728; activation, % at 2 µM; AID 504660; in the data active = activation above about 30%; also: 0% is about no effect
Target sequence (P21728 whole entry, looked up): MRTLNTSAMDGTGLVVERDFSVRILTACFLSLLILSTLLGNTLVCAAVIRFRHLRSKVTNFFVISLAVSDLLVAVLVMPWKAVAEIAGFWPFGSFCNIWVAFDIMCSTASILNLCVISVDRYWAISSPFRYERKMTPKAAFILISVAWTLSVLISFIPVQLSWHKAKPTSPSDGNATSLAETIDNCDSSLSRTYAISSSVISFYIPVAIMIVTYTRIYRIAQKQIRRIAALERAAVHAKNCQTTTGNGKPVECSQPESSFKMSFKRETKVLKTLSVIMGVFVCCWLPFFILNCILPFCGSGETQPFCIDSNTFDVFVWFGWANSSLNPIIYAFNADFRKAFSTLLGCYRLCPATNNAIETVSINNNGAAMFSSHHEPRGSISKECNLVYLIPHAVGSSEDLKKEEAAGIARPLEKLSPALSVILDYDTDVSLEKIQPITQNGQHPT
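Inducible HEK293 T-REx D1 cells, force-coupled to calcium signalling, were plated at 4000 cells/well with tetracycline and held overnight at 30 C. After no-wash calcium dye loading, compound-evoked calcium rise over 180 s flagged agonists.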
RXFP1 ag = activates the human relaxin receptor RXFP1; HEK293T-RXFP1 cAMP TR-FRET, 30 min; response scale: percent of porcine relaxin response, buffer zero; Q9HBX9; hit rate 0.3% among 370,000; Potency, µM (titrated, usually from 57.5 µM), inactives show at the highest dose activation, usual class: activators; active = well fitted activation curve with a large enough effect; inconclusive = small, poorly fitted or top-dose-only effect; also: potency is read from the fitted curve at half-maximal effect; % is scaled to controls: 0 for no effect and ±100 for the full control effect; nearly all actives have a fitted effect of over 60% in size; many of its hits are not listed in these tables
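HEK293 cells stably expressing RXFP1, treated 30 min at 37C with compounds plus PDE4 inhibitor Ro 20174; cAMP measured by HTRF TR-FRET. Normalized to buffer and 29 nM porcine relaxin; EC50 by Hill fit.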
TRHR PAM = TRH receptor (human) allosteric enhancement | P34981 | TRHR cells, fluo-8 calcium fluorescence, EC20 TRH enhancement | enhancement, % at 2 µM | hit rate 0.66% among 360,000; in the data active = enhancement above about 30%; also: 0% is about no effect
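Enhancer read-out: after compound pinning and an initial kinetic agonist-mode read, an EC20 of TRH (10 nM final) was injected and fluo-8 calcium signal (Ex 480/Em 530) followed at 1 s/cycle for 100 cycles in TRHR-expressing cells.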
D1 antag = antagonists of human D1 dopamine receptor | hit rate 3.2% among 360,000 | HEK293 TREx D1 cells, calcium flux, dopamine EC80; stronger effect = lower value | activity change, negative = inhibition, % at 10 µM; in the data active = activity change below about -30%; also: % is scaled to controls: 0 for no effect and ±100 for the full control effect
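Tetracycline-induced HEK293 T-REx cells with force-coupled D1 receptor were loaded with a no-wash calcium dye. Compound was added after a 10 s baseline and read kinetically for 180 s; EC80 dopamine was then added and calcium flux followed another 180 s.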
RXFP1 antagonist = antagonists of human relaxin receptor RXFP1; Q9HBX9; HEK293-RXFP1, relaxin-stimulated cAMP HTRF, 30 min; stronger effect = lower value; activity change, negative = inhibition, % at 57.5 µM; hit rate 0.59% among 350,000;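 active = activity change of -60% or lower, but not beyond a set lower limit; inconclusive = change between -60% and -40%, or beyond the set limit; inactive = change above -40%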; also: % is scaled to controls: 0 for no effect and ±100 for the full control effect
D2 antag = D2 dopamine receptor (human) antagonism; P14416; HEK293 TREx D2 cells, calcium flux, dopamine EC80; inhibition, % at 10 µM; hit rate 2% among 340,000; in the data active = inhibition above about 30%; also: 0% is about no effect
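Cells plated overnight at 30 C with tetracycline; no-wash calcium dye, 30–90 min RT; 10 s baseline; compound pinned; 180 s read; EC80 dopamine added; another 180 s read.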
D2 ag = activates the human D2 dopamine receptor | P14416 | HEK293 T-REx D2 cells, calcium flux agonist mode | activation, % at 2 µM | hit rate 0.53% among 340,000 | AID 485358;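 active = activation over 3 SD above normal in the single-dose calcium agonist read, cut at about 30% in these data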; also: 0% is about no effect
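Tetracycline-induced HEK293 T-REx cells with force-coupled D2 receptor, plated overnight at 30 C, loaded with no-wash calcium dye. After a 10 s baseline, compound was pin-added and calcium flux read kinetically for 180 s; calcium rises flagged agonists.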
D1 PAM = human D1 dopamine receptor positive modulation; potentiation, % at 10 µM; HEK293 TREx D1 cells, calcium flux, dopamine EC20 potentiation; hit rate 0.036% among 360,000; P21728; in the data active = potentiation above about 30%; also: 0% is about no effect
* marks the source's active call; other numbers are inactive results; u = inconclusive; x = no result given. Some of the compounds tested; count on the stated rates, not on these rows.

SMILES	D2 PAM	D1 ag	RXFP1 ag	TRHR PAM	D1 antag	RXFP1 antagonist	D2 antag	D2 ag	D1 PAM
O=C(NNC(=O)c1cc(Br)c(Br)s1)c1csc(N2CCOCC2)n1	-5	0	4.3%	-2	-6	-31	-5	1.0	1
COc1ccc(NC(=O)c2ccc3c(=O)n(CC4CCCO4)c(=S)[nH]c3c2)c(OC)c1 (stereo not drawn)	3	0	-1.1%	4	6	4	4	0.4	-2
CC(C)(C)c1ccc(-c2n[nH]c(=S)n2C2CCCC2)cc1	x	3	0.8%	-2	-1	-11	x	x	-3
O=C(Nc1cc2c(cc1Br)OCCCO2)c1cccnc1	-10	9	-0.7%	-4	-7	9	5	-0.1	2
O=C(NC1CCCc2ccccc21)C1CCCO1 (stereo not drawn)	-3	-2	0.1%	-2	-14	0	19	-0.3	0
CCc1ccc(-n2nc(C)c3c(C(=O)N4CCN(c5ccccc5)CC4)cc(C)nc32)cc1	x	1	6.6%	6	-36*	-5	x	1.1	-1
O=C(NNC(=S)Nc1ccccc1)c1cccc(S(=O)(=O)N2CCOCC2)c1	2	0	2.8%	3	5	-13	-2	0.9	4
CC1CCN(C(=O)CSc2nnc3ccc(-c4cccnc4)nn23)CC1	-4	-1	7.3%	4	-1	2	38*	-0.1	3
COc1ccc(-n2nc(C(=O)Nc3cc(C)ccn3)c3c4ccccc4n(C)c3c2=O)cc1Cl	-1	0	18%	4	5	-7	x	0.8	7
CN(Cc1ccco1)C(=O)c1ccc(CNS(=O)(=O)c2ccc3c(c2)C(C)(C)C(=O)N3C)cc1	2	0	1.2%	1	-8	x	-14	-0.3	0
O=C(Cn1ncc2c([nH]c3ccccc32)c1=O)Nc1ccc(CN2CCCCC2)cc1	-3	4	3.5%	4	11	0	-5	0.5	-4
O=C(c1ccccc1)[C@H]1[C@H](c2ccccc2)[C@@]2(N=C(c3ccccc3)OC2=O)C2c3ccccc3C=NN21 (stereo partly drawn)	23	4	0.4%	5	-4	x	-36	0.2	2
CC(C)(C)c1ccc(C(=O)C2CCCN(C(=O)c3ccccn3)C2)cc1 (stereo not drawn)	-1	5	2.1%	6	-2	-8	8	-0.9	-4
CCOC(=O)CC1C(=O)NC2CCCCC2N1C(=O)Nc1ccc(Cl)cc1 (stereo not drawn)	2	3	0.3%	-2	3	-4	-9	0.8	2
COc1ccc(C2CC(c3ccc4ccccc4c3)=NN2C(=O)CNC2CCCCC2)cc1 (stereo not drawn)	15	32*	6.1%	5	17	-23	1	3.5	1
O=C(Nc1cccc(Cl)c1)c1ccc(F)c(S(=O)(=O)N2CCN(c3ccccn3)CC2)c1	-9	8	1.1%	-5	7	-3	-11	5.7	-2
O=C(O)CC/C(=C\c1ccc(N2CCOCC2)c([N+](=O)[O-])c1)c1nc2ccccc2s1	11	0	5.7%	-4	-77*	4	-10	0.3	-14
O=C1C2C3C=CC(CC3)C2C(=O)N1c1ccc(Cl)cc1 (stereo not drawn)	-4	8	-0.8%	3	3	23	6	-0.1	13
CCc1ccc(NC(=O)C(=O)NCCc2csc(-c3ccc(C(F)(F)F)cc3)n2)cc1	10	4	0.0%	-3	0	-6	x	-1.9	-6
Cc1nn2c3c(cnc2c1-c1ccccc1)C(=O)CCC3	-1	2	0.4%	15	-5	4	-17	-0.7	-8
NS(=O)(=O)c1ccc(NC(=O)Nc2cccc3ccccc23)cc1	0	4	-2.2%	-3	-17	-2	-4	0.3	9
CC(=O)N1N=C(c2ccc(C)cc2)OC1c1ccc(C(C)C)cc1 (stereo not drawn)	3	3	0.5%	-2	18	-12	-2	0.4	-5
O=C(N/N=C/c1ccc[nH]1)c1ccccc1OCc1ccccc1Cl	-3	5	-0.3%	-6	-3	-24	11	0.8	-5
Cc1cc(C)cc(NC(=O)Cn2c(=O)oc3cc(S(=O)(=O)N4CCCC4)ccc32)c1	-8	12	0.9%	1	-7	-4	x	-1.0	-4

Whole records as entered above. Order of screens: D2 PAM, D1 ag, RXFP1 ag, TRHR PAM, D1 antag, RXFP1 antagonist, D2 antag, D2 ag, D1 PAM
Listed for CCc1ccc(NC(=O)C(=O)NCCc2csc(-c3ccc(C(F)(F)F)cc3)n2)cc1 = 10, 4, 0.0%, -3, 0, -6, x, -1.9, -6
Listed for Cc1cc(C)cc(NC(=O)Cn2c(=O)oc3cc(S(=O)(=O)N4CCCC4)ccc32)c1 = -8, 12, 0.9%, 1, -7, -4, x, -1.0, -4
Listed for O=C(Nc1cccc(Cl)c1)c1ccc(F)c(S(=O)(=O)N2CCN(c3ccccn3)CC2)c1 = -9, 8, 1.1%, -5, 7, -3, -11, 5.7, -2

(list continues)
SMILES	D2 PAM	D1 ag	RXFP1 ag	TRHR PAM	D1 antag	RXFP1 antagonist	D2 antag	D2 ag	D1 PAM
Cc1oc2c(C)c3oc(=O)c(CCC(=O)O)c(C)c3cc2c1-c1ccccc1	-5	1	5.3%	-4	0	7	-27	0.5	-2
COCCNc1nc(N2CCCCC2)c2cnn(C)c2n1	36*	0	3.1%	11	5	1	-16	-0.3	-10
COC(=O)c1c(NS(C)(=O)=O)sc2c1CCCC2	10	2	0.1%	25	1	5	-3	-2.4	-5
CC(C)(C)C(=O)N1CCC(O)(CS(=O)(=O)Cc2ccccc2Cl)CC1	16	9	1.6%	7	-6	-6	4	0.1	2
CCOC(=O)c1c(/N=C/c2cc(C)ccc2O)sc2c1CCC2	-5	1	0.5%	0	11	5	-14	-1.9	-2
COc1ccccc1/C=C/C(=O)OCC(=O)N1CCc2ccccc21	2	5	-1.7%	5	-13	-4	-13	0.6	2
CCOc1ccc(-n2c(SCC(=O)NCc3ccco3)nc3ccccc3c2=O)cc1	3	1	u	-5	6	2	0	-3.3	5
COc1cc(NS(C)(=O)=O)c(OC)cc1NC(=O)c1ccccc1	0	2	1.5%	-2	10	-6	-4	-0.6	12
CCCCC/C=C/C1=CC(=O)C[C@H](c2ccc(OC)c(OC)c2)C1	11	3	0.4%	4	x	x	-1	0.2	-3
Cc1nc2nc(NC(=O)c3ccccc3F)[nH]n2c(=O)c1Cl	6	1	1.0%	7	-1	-3	x	0.0	4
CCOc1ccc(N2C(=O)CSC2=S)cc1	12	-3	1.9%	3	-6	-5	-7	-2.4	1
CCOc1ccc(-c2n[nH]c(C)c2Oc2ccccc2OC)c(O)c1	5	2	-0.8%	-9	-2	-4	-13	-1.4	-1
CN(C)/C=C/c1oc2ccc(O)cc2c1[N+](=O)[O-]	7	0	0.7%	5	3	-5	-17	0.8	5
COc1ccccc1OC(C)C(=O)NCC1(N2CCOCC2)CCCCC1 (stereo not drawn)	2	0	0.5%	-3	-11	-22	x	-2.1	-1
O=C(NCc1ccc(F)cc1F)Nc1cnccc1C(F)(F)F	-2	0	-0.1%	5	-8	9	12	-0.1	-4
COc1ccccc1-c1nc(C#N)c(N2CCN(Cc3ccccc3)CC2)o1	11	1	-0.3%	-1	-11	-12	-12	0.8	-3
O=C(Nc1ccccc1)N(C1=NCCCCS1)c1cccc2ccccc12	3	2	1.8%	-1	2	14	3	0.7	-5
Cc1ccc(C(=O)COC(=O)CNC(=O)CNC(=O)c2ccc(C)cc2)cc1	6	0	1.2%	4	-4	6	-10	0.3	-4
CCOC(=O)C1CCN(C(=O)CN(c2ccc(OC)c(OC)c2)S(=O)(=O)c2ccccc2)CC1	8	2	0.6%	-11	3	-8	-2	-0.1	4
Cn1cc(CNC(=O)/C=C/c2ccc(Cl)cc2)cn1	-3	0	1.2%	0	4	x	2	0.0	-3
O=C(CSc1nc2ccsc2c(=O)n1CC1CCC(C(=O)O)CC1)NCCc1ccc(Cl)cc1 (stereo not drawn)	x	5	-0.4%	1	-21	18	x	x	-4
CCCCNC(=O)CSc1cc(=O)n(C)c2ccccc12	-3	1	5.5%	-1	17	-2	35*	-0.9	0
CCOc1ccc(C2/C(=C(\O)c3cccc(OC)c3)C(=O)C(=O)N2c2ccccn2)cc1OC (stereo not drawn)	11	3	3.0%	1	1	-28	-2	1.6	0
COc1ccccc1C(=O)NNC(=O)c1ccccc1[N+](=O)[O-]	0	7	0.1%	2	31	2	2	0.3	0

2 compounds drawn at random from the list so far:
SMILES	D2 PAM	D1 ag	RXFP1 ag	TRHR PAM	D1 antag	RXFP1 antagonist	D2 antag	D2 ag	D1 PAM
COc1ccccc1-c1nc(C#N)c(N2CCN(Cc3ccccc3)CC2)o1	11	1	-0.3%	-1	-11	-12	-12	0.8	-3
COc1ccccc1C(=O)NNC(=O)c1ccccc1[N+](=O)[O-]	0	7	0.1%	2	31	2	2	0.3	0

(more compounds)
SMILES	D2 PAM	D1 ag	RXFP1 ag	TRHR PAM	D1 antag	RXFP1 antagonist	D2 antag	D2 ag	D1 PAM
Cc1cc(C)n(-c2cc(N3CCN(C(=O)c4cccc(F)c4)CC3)ccc2[N+](=O)[O-])n1	10	1	-0.3%	7	-8	5	6	-2.3	-10
O=C(CN1CCN(S(=O)(=O)c2ccc(F)cc2)CC1)NCc1cccs1	x	2	-0.1%	0	-9	14	x	x	-3
COc1cccc(C(=O)NCc2ccc3c(c2)OCO3)c1OC	7	6	-0.5%	3	-8	11	6	0.7	-1
O=C1CC(=O)CC(c2ccco2)C1	-9	4	0.0%	19	-19	-3	-10	-0.1	2
CCc1ccc(NC(=O)CN2C(=O)COc3ccc(S(=O)(=O)N4CCCC4)cc32)cc1	-1	2	-0.3%	-4	-4	14	11	-0.3	0
COc1ccc(NC(=O)c2cccnc2N2CCCC2)cc1	1	3	-3.6%	-2	-23	20	-4	-0.1	-7
Cc1ccc(C)c(C(=O)CSc2nc3cc(C(=O)NC4CCCC4)ccc3c(=O)n2CC2CCCO2)c1 (stereo not drawn)	9	4	-1.0%	4	-19	x	x	-0.4	-4
